FXIa inh 1536 – factor XIa (human) inhibition | AID 798 | inhibition, % at 5 µM | 220,000 compounds, 0.14% hits | purified FXIa, Boc-Glu-Ala-Arg-AMC fluorogenic substrate;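 active means inhibition of at least 40%; inactive means inhibition below 40%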;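 further: fluorescence of freed AMC excited at 355 nm; 0% = enzyme without compound and 100% = no enzyme blank; many of its hits are not listed in these tables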
Target sequence (P03951 19-387 limits assumed): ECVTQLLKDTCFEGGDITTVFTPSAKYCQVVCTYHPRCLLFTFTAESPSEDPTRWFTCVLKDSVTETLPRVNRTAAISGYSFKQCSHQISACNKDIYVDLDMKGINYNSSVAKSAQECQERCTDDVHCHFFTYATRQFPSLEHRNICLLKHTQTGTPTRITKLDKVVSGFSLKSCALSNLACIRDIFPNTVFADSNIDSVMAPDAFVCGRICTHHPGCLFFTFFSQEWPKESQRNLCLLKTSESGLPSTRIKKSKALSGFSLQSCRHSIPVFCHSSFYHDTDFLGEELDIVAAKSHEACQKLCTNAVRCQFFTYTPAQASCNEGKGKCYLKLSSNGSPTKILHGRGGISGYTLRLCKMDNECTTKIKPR
Target sequence (P03951 388-625 limits assumed): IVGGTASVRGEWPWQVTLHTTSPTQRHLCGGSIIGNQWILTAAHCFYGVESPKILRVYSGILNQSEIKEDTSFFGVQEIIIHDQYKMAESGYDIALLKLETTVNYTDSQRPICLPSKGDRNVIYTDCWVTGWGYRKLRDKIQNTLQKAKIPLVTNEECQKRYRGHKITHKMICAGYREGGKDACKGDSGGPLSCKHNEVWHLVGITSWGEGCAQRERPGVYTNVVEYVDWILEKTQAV
14-3-3 Bad inh – disrupts binding of bovine 14-3-3 zeta to phospho-Bad peptide; P63103; TR-FRET 14-3-3zeta/Dy647-pBad peptide displacement, 1 h; inhibition, % at 21.7 µM; 220,000 compounds, 0.71% hits;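 active means inhibition above about 70%, limit read from the data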;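 further: 0% = full 14-3-3 plus peptide FRET controls and 100% = background without 14-3-3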
Target sequence (P63103 whole entry, looked up): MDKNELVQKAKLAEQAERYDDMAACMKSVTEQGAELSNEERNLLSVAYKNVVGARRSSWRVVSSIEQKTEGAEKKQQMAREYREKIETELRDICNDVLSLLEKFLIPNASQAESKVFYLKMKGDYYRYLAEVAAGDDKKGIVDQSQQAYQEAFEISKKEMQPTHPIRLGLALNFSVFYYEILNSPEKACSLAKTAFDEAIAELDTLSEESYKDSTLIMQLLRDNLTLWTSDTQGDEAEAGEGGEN
thrombin 1536 – inhibitors of human thrombin. alpha-thrombin, Boc-VPR-AMC fluorogenic substrate cleavage. inhibition, % at 5 µM. 220,000 compounds, 0.26% hits. AID 1046;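 active means inhibition at or above 40%; inactive means inhibition below 40%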;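 further: 0% = enzyme with no compound and 100% = wells without enzyme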
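Test system: human alpha-thrombin protein / Dosing: one concentration per compound, 5 µM, with 0.2% DMSO / Medium: pH 7.5 Tris-saline with Tween 20 / Benchmarks: no-compound enzyme wells and no-enzyme blanks / Read-out basis: percent inhibition of thrombin substrate cleavage / Timing: reaction at room temperature / Measured by: fluorescence, ex 355 nm, em 460 nm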
Hck Nef HTS – human Hck-Nef kinase inhibition; inhibition, % at 20 µM; 220,000 compounds, 0.68% hits; P08631; Recombinant Hck-YEEI plus Nef, Z-Lyte FRET kinase assay;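 active means Hck-Nef kinase inhibition above about 50%, limit read from the data; inactive means inhibition below that limit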;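 further: 0% = DMSO with Hck plus Nef and 100% = Hck alone without Nef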
Runt-SMMHC FRET – inhibitors of human RUNX1 Runt domain binding to CBFb-SMMHC. Cerulean-Runt/Venus-CBFb-SMMHC FRET ratio 530/480, 1 h. inhibition, % at 20 µM. 220,000 compounds, 0.74% hits. AID 1434;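 active means mean inhibition across duplicate retests at 20 µM reaching about 50%, limit read from the data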;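 further: 0% = DMSO wells and 100% = wells with excess untagged CBFb-SMMHC; inhibitors lower the FRET ratio by blocking Runt binding to CBFb-SMMHC; some results filed as inactive read as strong as hits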
Runt-CBFb FRET – blocks binding of human RUNX1 Runt domain to CBFb; Cerulean-Runt/Venus-CBFb FRET ratio 530/480, 1 h; inhibition, % at 20 µM; Q01196+Q13951; 220,000 compounds, 0.46% hits;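 active means inhibition over about 50% at 20 µM in the single-dose screen, limit read from the data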;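 further: 0% = DMSO wells and 100% = excess unlabeled CBFb competitor control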
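Reagent – Venus-CBFb binding partner, 100 nM · Assay system – Cerulean-tagged RUNX1 Runt domain (FRET donor) fusion protein · Input – 100 nM per protein · Incubation – two 1 h room-temperature incubations shielded from light · Measured by – FRET fluorescence · Medium – Tris buffer pH 7.5 with salts and BSA · Benchmarks – unlabeled CBFb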
Wee1 degr inh – human Wee1 degradation inhibition, primary screen | HeLa Luc-Wee1K328M stability, luciferase luminescence; 100% = proteasome inhibitor MG132 effect | reporter increase, % at 5 µM | 220,000 compounds, 1.2% hits;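 active means activation above the mean of all tested compounds plus 3 SD, set per screening run, cut at about 8.8% in these data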;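 further: cells exposed to compound for 20 h before luminescence read; 0% = DMSO alone and 100% = MG132 at 30 µM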
hK5 inh – blocks human kallikrein 5 protease activity; Q9Y337; recombinant hK5, fluorogenic AMC substrate cleavage; inhibition, % at 5 µM; 210,000 compounds, 0.59% hits; AID 873;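 active means inhibition of 40% or more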;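 further: 0% = enzyme controls without compound and 100% = no-enzyme blanks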
Target sequence (Q9Y337 67-293 limits assumed): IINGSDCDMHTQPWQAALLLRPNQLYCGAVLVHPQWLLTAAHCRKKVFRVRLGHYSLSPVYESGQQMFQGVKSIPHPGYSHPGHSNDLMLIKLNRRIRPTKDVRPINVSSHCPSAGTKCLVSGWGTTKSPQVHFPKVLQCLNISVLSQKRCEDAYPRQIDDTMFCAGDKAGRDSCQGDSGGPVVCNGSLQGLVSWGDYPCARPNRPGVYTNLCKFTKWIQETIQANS
FXIIa inh – blocks human coagulation factor XIIa protease activity; purified FXIIa, Boc-QGR-AMC fluorogenic substrate, 2 h; P00748; 220,000 compounds, 0.3% hits; AID 800; inhibition, % at 5 µM; in the data active means inhibition above about 40%;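 further: 0% = enzyme with no compound and 100% = blank without enzyme; many of its hits are not listed in these tables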
Starred values were filed as active, the others as inactive; nt = no result given; & = joins results of further samples; [ ] = remark or other dose.

Sample of the layout:
SMILES	FXIa inh 1536	14-3-3 Bad inh	thrombin 1536	Hck Nef HTS	Runt-SMMHC FRET	Runt-CBFb FRET	Wee1 degr inh	hK5 inh	FXIIa inh
COc1ccc(/C=N/N2CCOCC2)cc1Cn1cc([N+](=O)[O-])cn1	-1	1	-2	14	-1	0	-1	1	2
CCCNC(=O)C12CCC(C)(C(=O)C1Br)C2(C)C (stereo not given)	5	7[fluorescence artefact?]	-7	-2	-2	-1	-2	2	7

The whole of this part, from the first entry:
SMILES	FXIa inh 1536	14-3-3 Bad inh	thrombin 1536	Hck Nef HTS	Runt-SMMHC FRET	Runt-CBFb FRET	Wee1 degr inh	hK5 inh	FXIIa inh
COc1ccc(/C=N/N2CCOCC2)cc1Cn1cc([N+](=O)[O-])cn1	-1	1	-2	14	-1	0	-1	1	2
CCCNC(=O)C12CCC(C)(C(=O)C1Br)C2(C)C (stereo not given)	5	7[fluorescence artefact?]	-7	-2	-2	-1	-2	2	7
CCC(=O)N(Cc1cc(=O)[nH]c2ccccc12)c1ccccc1	-9	3	-2	7	-1	0	-3	-6	5
COc1ccccc1CCc1nnc(CCC(=O)NCC(C)Oc2cccnc2)o1 (stereo not given)	3	-1	1	0	-3	1	1	nt	13
C/C(=N\NC(=O)c1cc(-c2ccc(C)s2)[nH]n1)c1ccco1	-3	-24[fluorescence artefact?]	-5	6	2	2	-1	-16	-1
C/C(=N/N=C/c1ccc(N(C)C)cc1)c1ccccc1	11	-2[fluorescence artefact?]	-5	4	-55	-13	2	-6	9
N#CC1=C(N)N(c2ccc(F)cc2)C(=O)C1	-6	-8	0	2	-24	-4	0	-5	7
CCN=C(NS(=O)(=O)c1ccc(Br)cc1)c1ccc(Cl)cc1	-1	-7	14	29	-2	-2	2	-7	6
CCOc1ccccc1C(=O)Nc1cccc(-c2ccc3nncn3n2)c1	-6	-8	0	-9	-1	-2	-2	-5	2
O=C(Nc1ccc(C(=O)N2CCOCC2)cc1)c1cnn2c(C(F)F)cc(-c3ccccc3)nc12	11	24	-5	28	0	2	-2	4	16
O=C(CCCSc1nc2ccccc2[nH]1)NCc1ccccc1F	-8	-4	-18	16	-3	-8	-3	-2	9
CCOC(=O)C1=C(C)N(c2ccc(C)cc2)C(=O)/C1=C\c1cccs1	2	-9	3	1	0	-1	-1	5	0
CCOc1c(Cl)cc(C(=O)NCCN2CCCCC2)cc1Cl	-7	-3	-9	0	5	-2	0	-15	3
CCn1c(NCc2ccc(N(C)C)cc2)nc2ccccc21	-2	-15	5	0	0	2	-1	-3	19
Cc1ccccc1/C(N)=N/OC(=O)N1c2ccccc2Sc2ccccc21	3	-6	3	0	2	0	-2	-9	11
CCCCNC(=O)CC(NS(=O)(=O)c1ccc(C)cc1)c1ccco1 (stereo not given)	10	9	1	2	-3	-1	-1	0	14
N#Cc1cc(S(=O)(=O)c2ccccc2)c(N)[nH]c1=O	2	nt	-2	1	35	10	1	-7	15
Cc1c(S(=O)(=O)Nc2cc(Cl)ccc2Cl)c(=O)n(C)c(=O)n1C	-3	5[fluorescence artefact?]	-12	-1	-1	-1	0	-33	3
Cc1ccc(-c2noc(C3CCCN(C(=O)c4ccc(F)cc4F)C3)n2)cc1 (stereo not given)	-4	6	1	0	6	-2	-1	-13	8
CC(/C=N/Nc1nnc2c(n1)[nH]c1ccccc12)=C\c1ccco1	3	10	0	1	-5	2	2	17	13
COC(=O)c1nn(-c2ccccc2)c(=O)cc1Oc1ccc(Cl)cc1	6	0	5	0	5	-3	0	-17	20
COc1ccc(CC(=O)NC2CCN(CC(=O)N3CCCc4ccccc43)CC2)cc1OC	11	4	1	0	-2	2	-1	-5	16
CCCCCC1CC(CC#CCN2CCOCC2)C(=O)O1 (stereo not given)	-8	38	-2	-3	-5	-1	1	-19	1
CC(=O)c1c(N2CCN(C)CC2)nc(=S)n(Cc2ccccc2)c1C	2	-7	-6	6	83*	62*	-3	-15	1
CC(=O)CSc1cc(C)nc2c(-c3ccccc3)c(C)nn12	-3	-24	-9	7	-2	1	0	-7	-2

New compounds follow.
SMILES	FXIa inh 1536	14-3-3 Bad inh	thrombin 1536	Hck Nef HTS	Runt-SMMHC FRET	Runt-CBFb FRET	Wee1 degr inh	hK5 inh	FXIIa inh
CC(=NCc1cccnc1)C1=C(O)c2ccccc2C1=O	1	14	1	0	0	-2	1	1	7
CCOc1cc(NC(=S)N2CCC(C(N)=O)CC2)c(C(=O)OC)cc1OCC	-7	-7	-3	-28	0	-1	-2	-4	5
COC(=O)CC1Oc2ccccc2N(Cc2ccccc2)C1=O (stereo not given)	1	7	0	2	0	2	8	3	7
O=C(CSc1ncn[nH]1)Nc1nnc(-c2ccccc2)s1	6	5	3	4	-2	2	-1	-11	11
CC(C)CN1C(=O)/C(=C/c2ccco2)NC1=S	8	-1	-4	17	-6	1	-3	-12	8
c1ccc(COc2ccccc2CNC2CCCC2)cc1	-7	1	0	0	-6	1	2	-9	-3
COc1ccccc1NCC(O)COc1ccc(C(C)(C)C)cc1 (stereo not given)	-4	38	-8	21	0	0	-3	-2	6
COc1ccc(CNC(=O)/C=C/c2cc([N+](=O)[O-])ccc2OC(F)F)cc1OC	19	nt	1	1	-3	0	5	-5	19
Cc1[nH]nc(SCC(=O)NCc2ccc(Cl)cc2)c1[N+](=O)[O-]	4	-21	1	0	1	0	-1	2	9
CC(C)CCNC(=O)CN(Cc1ccco1)C(=O)c1snc(C(N)=O)c1N	5	-13	nt	15	1	-3	7	0	10
COC(=O)[C@H](C)NC(=O)NCc1ccccc1	-8	-2	-7	12	0	-1	3	-5	-1
O=C(O)c1ccccc1-c1nc2ccccc2[nH]1	-4	-10	4	19	0	0	3	-2	7
COC(=O)Nc1ccc(S(=O)(=O)N2CCCC(C(=O)N3CCCCCC3)C2)cc1 (stereo not given)	-3	-3	-5	6	-1	2	-1	nt	6
O=C(COC(=O)C1CC2C=CC1C2)NCc1ccco1 (stereo not given)	-32	6	-5	4	3	-2	-4	-22	3
Cc1nn(C(C)C(=O)O)c(C)c1[N+](=O)[O-] (stereo not given)	4	4	-8	18	3	-1	1	-7	6
O=S(=O)(c1ccc(OCC(O)CN2CCN(c3ccc(F)cc3)CC2)cc1)N1CCOCC1 (stereo not given)	10	-1	4	3	3	-2	0	4	18
O=C(Cn1cccc(C(F)(F)F)c1=O)c1ccc(Cl)cc1	5	1	-4	9	1	1	-2	-7	5
O=C(O)CCC1COc2ccccc2O1 (stereo not given)	5	4[fluorescence artefact?]	0	0	2	-2	0	-12	12
COC(=O)Cn1c(=NC(=O)c2ccc(OC)c(OC)c2)sc2cc(OC)ccc21	-6	-16[fluorescence artefact?]	-9	0	-3	1	-3	-31	-5
O=[N+]([O-])c1ccc(N2CCCCC2)cc1SCCO	2	-11	2	16	-11	-8	-2	nt	11
COc1cc2c(cc1OC)C(c1cccc([N+](=O)[O-])c1)N(C(=O)c1ccccc1C(=O)O)CC2 (stereo not given)	-2	-2	-6	21	-1	-1	-3	3	8
COc1ccc(-c2nnn(CCC(=O)O)n2)cc1	4	-1	-4	4	0	2	-2	0	12
O=C(/C(C=Nc1ccc(Br)cc1)=C(/O)c1ccco1)C(F)(F)F	-4	-1[fluorescence artefact?]	-9	1	37	7	1	-4	0
COC(=O)c1cc(C#N)c(NCc2ccc(Cl)cc2Cl)nc1C	-2	nt	3	1	-5	nt	-1	-4	-2
CN(C)c1nc(NCc2ccccc2)nc(N/N=C/c2ccccc2F)n1	-5	-1	4	24	nt	nt	0	6	6

Later entries:
SMILES	FXIa inh 1536	14-3-3 Bad inh	thrombin 1536	Hck Nef HTS	Runt-SMMHC FRET	Runt-CBFb FRET	Wee1 degr inh	hK5 inh	FXIIa inh
Cc1nc2cc(N3CCCCC3)c(NC(=O)c3cccnc3)cc2c(=O)n1Cc1ccccc1	31	10	1	10	-6	-2	0	-21	14
Cn1ccnc1SCC(=O)c1cc2ccccc2o1	16	3	-1	2	2	5	2	-12	23
COc1ccc(-c2ccc(CCC(=O)O)n2NC(N)=O)cc1	2	2	2	11	-5	12	2	4	10
COc1ccc(C2CC(c3ccc(Cl)cc3)n3nc(N)nc3N2)cc1 (stereo not given)	-3	-1	-5	18	1	2	-2	-4	7
N#Cc1c(N)n(CCc2ccc(F)cc2)c2nc3ccccc3nc12	6	-2	-8	9	77*	93*	-2	-168	16
CC(C)(C)c1nnc(N/N=C/c2cc(Br)ccc2O)n(N)c1=O	2	2	-6	4	2	2	5	-113	1
O=C(CCCOc1ccc(Cl)cc1Cl)N1CCN(c2ccccn2)CC1	-6	8	-13	-1	-2	-7	-1	-13	-2
Cc1ccc(-n2nc3c(c2NC(=O)C(C)(C)C)CSC3)c(C)c1	-1	-4	7	2	1	0	-1	-4	12
O=C(N/N=C/c1c[nH]c2ccccc12)c1cc(-c2cccc3ccccc23)n[nH]1	7	-4[fluorescence artefact?]	43*	2	3	2	1	25	-4
O=C(OCC(=O)c1c[nH]c2ccccc12)c1ccc(Br)o1	0	-3	3	10	-1	0	0	-3	11
COc1ccc(C(=O)CSc2nnc3ccc(-c4ccccn4)nn23)cc1	-3	-5	1	0	2	1	6	-13	2
O=C(O)c1cc2cc(F)ccc2[nH]1	5	-2&-7	nt	0	1	2	1	-9	8
O=C(/C=C1\SC(=O)N(CC(=O)Nc2ccc(F)cc2)C1=O)Nc1ccc(Cl)cc1	-3	4	-9	-1	-66	-20	3	-15	-1
COc1ccc(N2CCN(C(=O)CSc3nnc4c5cc(C)ccc5n(C)c4n3)CC2)cc1	18	-8	1	1	-9	1	-2	-13	29
c1ccc(CCNc2ncnc3ccccc23)cc1	-6	-8	1	27	-4	1	1	12	5
CSCCC(NC(=O)c1cccc([N+](=O)[O-])c1)c1nc2ccccc2[nH]1 (stereo not given)	4	-14	-2	-1	1	2	1	-19	5
COCc1c(C(=O)Nc2ccc(Cl)cc2F)oc2ccccc12	-1	-20	-10	23	-5	-2	0	5	8
COc1cc(CNC(=O)c2nc(Cn3nc(C)c(Br)c3C)no2)cc(OC)c1	-4	-2	-1	-2	-1	0	1	nt	3
CC1CN(C(=O)CN2C(=O)NC3(CCCCCCC3)C2=O)CC(C)O1 (stereo not given)	4	9[fluorescence artefact?]	1	2	-3	0	-2	-1	10
COc1cc(OC)c2c(C)cc(=O)oc2c1	5	7	-3	3	-37	-1	-3	-105	10
COc1ccc(N(C(=O)CNC(=O)c2cccs2)C(C(=O)NCC2CCCO2)c2ccccc2)cc1OC (stereo not given)	-2	-6	12	24	2	-1	2	-13	10
COc1ccccc1NS(=O)(=O)c1ccc(O)c(C(N)=O)c1	1	2[fluorescence artefact?]	-1	9	-3	0	3	-11	11
Cn1c(C(=O)N2CCCC(C(=O)c3ccc(C(F)(F)F)cc3)C2)cc(=O)n(C)c1=O (stereo not given)	-5	-10	-19	25	-2	-2	-1	-2	7
COc1ccc(/C=C/C(O)=C2/C(=O)N(C)C3(C)CC2c2ccccc2O3)cc1 (stereo not given)	-2	0	-3	1	89	7	5	0	1
CS(=O)(=O)c1ccc(C(=O)Nc2ccccc2N2CCOCC2)c(Cl)c1	-6	7	-7	2	1	-11	2	-3	2

Bioassay records from PubChem BioAssay.

Compounds were not picked by outcome (roughly 4.2% active in at least one column).
